esBAF inh: blocks esBAF chromatin remodeling in mouse ES cells; reporter increase, % at 12.5 µM; Bmi1-luciferase knock-in reporter, 24 h; 100% = twice the neutral-well signal; 350,000 compounds, 2% hits; AID 602393; in the data active means activation above about 40%;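 further: 0% = median of the plate's neutral control wells and 100% = double that signal; a rise in the Bmi1 reporter signal indicates esBAF inhibition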
ERAP1 inh: ERAP1 (human) enzyme inhibition | Q9NZ08 | recombinant ERAP1, Leu-AMC fluorescence, 60 min | inhibition, % at 10.7 µM | 340,000 compounds, 0.15% hits | AID 652197;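 active means mean replicate inhibition of at least 30%, or all replicates individually reaching that 30% level; inactive means mean below 30% and not every replicate reaching it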;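 further: 0% = neutral control wells and 100% = L-leucinethiol positive control wells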
Target sequence (Q9NZ08 whole entry, looked up): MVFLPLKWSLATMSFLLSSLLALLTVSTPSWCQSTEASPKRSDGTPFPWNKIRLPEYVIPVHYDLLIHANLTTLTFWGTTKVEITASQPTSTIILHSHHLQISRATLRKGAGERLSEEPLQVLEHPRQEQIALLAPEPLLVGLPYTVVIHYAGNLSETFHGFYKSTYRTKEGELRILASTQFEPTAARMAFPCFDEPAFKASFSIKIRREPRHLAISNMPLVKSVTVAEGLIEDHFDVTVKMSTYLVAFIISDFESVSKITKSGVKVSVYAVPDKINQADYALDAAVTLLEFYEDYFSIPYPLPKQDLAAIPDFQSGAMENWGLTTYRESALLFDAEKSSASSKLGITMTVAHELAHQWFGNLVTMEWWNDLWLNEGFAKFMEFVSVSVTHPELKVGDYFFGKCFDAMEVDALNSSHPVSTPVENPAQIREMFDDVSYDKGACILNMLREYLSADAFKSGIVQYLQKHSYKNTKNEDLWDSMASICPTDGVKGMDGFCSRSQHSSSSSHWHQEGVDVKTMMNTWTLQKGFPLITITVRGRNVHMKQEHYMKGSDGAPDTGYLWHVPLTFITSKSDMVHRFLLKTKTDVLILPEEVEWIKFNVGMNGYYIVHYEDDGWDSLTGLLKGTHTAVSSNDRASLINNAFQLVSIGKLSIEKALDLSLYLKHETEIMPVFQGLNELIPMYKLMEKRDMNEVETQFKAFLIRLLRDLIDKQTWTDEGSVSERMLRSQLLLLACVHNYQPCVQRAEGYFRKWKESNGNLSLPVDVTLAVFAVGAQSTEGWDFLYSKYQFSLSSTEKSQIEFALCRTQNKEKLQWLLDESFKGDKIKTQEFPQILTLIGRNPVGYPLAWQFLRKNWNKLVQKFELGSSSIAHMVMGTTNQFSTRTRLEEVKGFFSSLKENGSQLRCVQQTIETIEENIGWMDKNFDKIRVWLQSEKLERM
RAD52 inh: RAD52 (human) annealing inhibition | inhibition, % at 18.7 µM | recombinant RAD52 DNA annealing, FRET fluorescence | AID 651710 | 360,000 compounds, 0.46% hits;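 active means every replicate showing at least 50% inhibition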
E-selectin induc: E-selectin induction on HUVECs. HUVEC E-selectin immunofluorescence imaging; normalized: neutral wells 0, TNF-alpha wells 100. activation, % at 7.58 µM. 260,000 compounds, 0.37% hits;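 active means mean E-selectin-positive cell signal at least 10% of the positive control, reached in at least 60% of replicates, without over 20% cell loss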;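 further: in these data hits start at about 27%; measured in HUVEC primary endothelial cells; signal is the percent of cells scored E-selectin positive by PE staining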
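Assay system: HUVEC primary endothelial cells. Input: 3,000 HUVEC seeded per well. Doses: one compound dose added by pin transfer. Read-out basis: % PE-positive cells. Benchmarks: TNF-alpha high, DMSO low. Detection: immunofluorescence imaging. Buffer or medium: EGM-2, gelatin.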
RAD54 branch: RAD54 (human) branch migration inhibition | 360,000 compounds, 0.14% hits | RAD54 Holliday junction branch migration, FAM/BHQ fluorescence | AID 602329 | Q92698 | inhibition, % at 10.4 µM;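 active means mean normalized replicate activity at least 40 and at least half of replicates scoring 40 or more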;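 further: 0% = median of neutral control wells and 100% = median of positive control wells; inhibitors cause a drop in the FAM fluorescence signal; in these data hits start at about 50%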
Xi reactivation: reactivates the inactive X chromosome in mouse fibroblasts; XiGFP mouse fibroblasts, % GFP-positive cells imaging, 3 d; cells co-treated with 5-aza-dC sensitizer; scaled so ellipticine positive control = 100%; activation, % at 7.58 µM; 360,000 compounds, 0.055% hits; AID 743238;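 active means mean normalized replicate activation at least 10% and every replicate at or above 10%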;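 further: 0% = median of on-plate neutral control wells and 100% = ellipticine 6 µM median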
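System: SV40-immortalized XiGFP fibroblast cells, line 68-5-11 / Incubation: 3-day compound exposure, then 15 min fixation at room temperature / Compound: single concentration per compound, delivered by pin transfer / Buffer or medium: DMEM plus 5-aza-dC sensitizer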
ERp5 block: ERp5 (human) disulfide isomerase inhibition. AID 651711. inhibition, % at 9.99 µM. Q15084. 350,000 compounds, 0.05% hits. ERp5 insulin aggregation, absorbance 650 nm, 90 min;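 active means mean replicate inhibition above about 25%, with every replicate also reaching it, limit read from the data, passing the limit was not always enough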
S100A4 MyoIIA: blocks human S100A4 binding to myosin IIA peptide. P26447. S100A4/TAMRA-MyoIIA peptide fluorescence polarization. inhibition, % at 10.7 µM. 360,000 compounds, 0.14% hits. AID 652163;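 active means mean inhibition of at least 70% across replicates, with every replicate also reaching that level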
Target sequence (P26447 whole entry, looked up): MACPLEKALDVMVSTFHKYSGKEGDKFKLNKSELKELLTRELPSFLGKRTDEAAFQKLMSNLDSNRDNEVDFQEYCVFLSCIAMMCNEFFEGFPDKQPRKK
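Material: S100A4 monomer (human). Medium: Calcium-containing HEPES buffer, pH 7.2. Probe or stimulus: labelled myosin peptide probe, 5 nM. Compound dosing: one concentration per compound. Timing: polarization read 5 min after assay mix addition, stable 5–60 min. Benchmarks: DMSO as neutral control, TFP as positive control.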
* = called active by the depositor; · = no result given.

SMILES	esBAF inh	ERAP1 inh	RAD52 inh	E-selectin induc	RAD54 branch	Xi reactivation	ERp5 block	S100A4 MyoIIA
COc1ccc(CNC(=O)C[C@H]2C[C@H](C(=O)N(C(C)C)C(C)C)[C@@]3(C)c4[nH]c5cc(-c6ccco6)ccc5c4CCN3C2=O)cc1OC	9.0	-0.8	-6.4	0.0	9.3	0.2	2.3	-16.9
C=CCN(CC=C)CCOc1ccccc1F	·	-6.6	-6.8	·	·	0.1	1.9	-2.5
COc1cccc(S(=O)(=O)Nc2ccc3c(c2)OC[C@H](C)N(Cc2ccccc2F)C[C@H](C)[C@H](OC)CN(C)C3=O)c1	17.3	·	-28.0	0.0	-13.7	0.2	4.7	-3.3
CCOc1ccc(NC(=O)CC2C(=O)N(c3ccc(OC)c(Cl)c3)C(=S)N2C2CC2)cc1 (centres undefined)	-2.3	-5.9	0.8	1.3	-1.9	0.1	3.8	-2.5
COc1ccc(CNC(=O)C2CCCN(S(=O)(=O)c3ccc(F)cc3)C2)cc1 (centres undefined)	5.2	1.2	-2.8	·	15.0	0.3	5.5	3.6
O=C(CCN1CCN(Cc2ccccc2)CC1)Nc1ccccc1Cl	-5.0	-3.9	-2.4	-1.3	·	-0.1	-0.9	-2.2
CC=Cc1ccc2n(c1=O)C[C@@H]1[C@@H](CO)[C@H](C(=O)N[C@H](C)c3ccccc3)N(C)[C@H]21 (mixture of isomers)	-3.1	-2.4	-13.2	0.4	-12.6	0.7	-0.9	1.5
CC(C)NC(=O)N(C)C[C@H]1Oc2ccc(NC(=O)CCCN(C)C)cc2C(=O)N([C@@H](C)CO)C[C@H]1C	-7.4	-2.8	-13.5	-14.3	-7.3	0.1	1.8	10.6
O=C(Nc1ccc2c(c1)[C@H]1C[C@H](CC(=O)N3CCOCC3)O[C@@H](CO)[C@H]1O2)c1cccnc1	-1.8	-0.3	-19.6	-0.3	-8.4	-0.1	-1.1	-60.6
COc1cc2c(cc1OC)CC(=O)NC=C2	·	-1.3	-7.6	1.3	·	0.0	1.9	-8.2
O=C(c1cnccn1)N1CC(=O)N2[C@@H](CO)[C@H](c3ccc(C#CCc4ccccc4)cc3)[C@@H]2C1	·	1.9	5.5	-0.2	·	0.0	-0.2	5.9
CCNC(=O)[C@@H]1[C@@H](CO)[C@@H]2Cn3c(ccc(-c4ccc(OC)cc4)c3=O)[C@H]1N2CC	-3.9	0.4	10.2	0.1	5.0	0.1	3.4	-16.6
CCC1C(=NO)C(CC)C(c2ccccc2)NC1c1ccccc1 (centres undefined)	7.1	3.7	2.8	-0.1	6.4	-0.1	0.6	-5.7
COC(=O)c1cc(CNC(=O)c2cccc(Cl)c2)ccc1OC	·	2.8	-16.6	-1.0	-3.4	-0.1	-3.2	25.7
COc1ccc(CN(C)C[C@H]2Oc3c(NC(=O)Nc4ccc(F)cc4)cccc3C(=O)N([C@@H](C)CO)C[C@H]2C)cc1	-3.3	-7.8	13.1	16.6	-12.0	-0.1	1.6	-2.3
Cn1c(=NC(=O)c2cccc([N+](=O)[O-])c2)sc2ccccc21	23.1	1.2	-4.5	4.6	6.5	0.0	0.3	-1.5
O=C(CCSCc1ccccc1F)NCc1ccc(F)cc1	-3.9	-0.9	0.1	-0.1	-4.0	0.0	4.3	-8.2
CN(C)S(=O)(=O)c1ccc(N2CCCC2)c(C(=O)NNC(=O)c2ccc(F)cc2)c1	-0.6	-1.8	-15.8	·	-1.1	0.0	4.5	0.1
CC(C)N(Cc1nc(-c2ccccc2)no1)C(=O)COc1ccccc1	-9.2	0.8	-7.4	·	-5.3	0.0	-4.5	-1.4
Cc1ccc(-c2ccc([C@@H]3[C@@H](CO)N4C(=O)CN(S(=O)(=O)c5cccc(F)c5)C[C@H]34)cc2)cc1	·	0.0	-30.6	-0.5	·	0.0	3.3	5.6
Cc1ccc(C(=O)OCC(=O)NCC2COc3ccccc3O2)cc1 (centres undefined)	1.3	1.6	-0.3	·	-4.8	0.1	3.9	-2.1
Cc1noc(C)c1NC(=O)Nc1cccc2c1O[C@@H](CN(C)C(=O)Nc1c(C)noc1C)[C@@H](C)CN([C@@H](C)CO)C2=O	-1.1	-0.9	-8.8	-0.2	3.8	-0.5	-1.2	-36.3
CN(Cc1ccc(OCC(O)CN2CCCCC2)cc1)Cc1ccnc2ccccc12 (centres undefined)	-45.6	0.6	-16.1	1.2	7.3	-0.8	8.8	-2.7
O=S(=O)(c1ccc(Cl)cc1)N1CCC2(CC1)OCCO2	4.5	-3.9	9.7	-0.7	0.0	-0.1	1.4	-15.1
O=C(NC(Cc1ccccc1)C(=O)NC1CC1)OCc1ccccc1 (centres undefined)	-3.7	3.4	-0.5	-0.5	7.7	0.4	6.1	6.2
COc1ccc(N(CC(=O)N2CCCCC2)S(=O)(=O)c2ccccc2)c(OC)c1	2.4	0.4	-2.6	·	-4.3	·	-5.6	7.9
Cc1ccc(-n2nnnc2SCC(=O)NNC(=O)c2ccc([N+](=O)[O-])cc2)cc1	·	0.5	-11.9	3.2	·	0.0	-6.4	-2.5
Cn1cccc1Cc1nnc(SCC(=O)Nc2ccc3c(c2)OCO3)n1-c1ccc(F)cc1	16.4	-4.7	-15.5	-0.1	3.8	0.2	1.1	0.8
O=C(C[C@@H]1C[C@H]2c3cc(NC(=O)Nc4ccccc4F)ccc3O[C@H]2[C@@H](CO)O1)NCC1CC1	2.7	-2.8	5.2	-0.3	5.8	0.1	-3.8	9.8
Cc1ccc(S(=O)(=O)Nc2cccc(Cl)c2)cc1NC(=O)C1CC1	1.1	-2.8	-17.2	·	0.7	0.0	1.4	-1.5

Structures listed so far that contain an aryl methoxy group:
SMILES	esBAF inh	ERAP1 inh	RAD52 inh	E-selectin induc	RAD54 branch	Xi reactivation	ERp5 block	S100A4 MyoIIA
COc1ccc(CNC(=O)C[C@H]2C[C@H](C(=O)N(C(C)C)C(C)C)[C@@]3(C)c4[nH]c5cc(-c6ccco6)ccc5c4CCN3C2=O)cc1OC	9.0	-0.8	-6.4	0.0	9.3	0.2	2.3	-16.9
COc1cccc(S(=O)(=O)Nc2ccc3c(c2)OC[C@H](C)N(Cc2ccccc2F)C[C@H](C)[C@H](OC)CN(C)C3=O)c1	17.3	·	-28.0	0.0	-13.7	0.2	4.7	-3.3
CCOc1ccc(NC(=O)CC2C(=O)N(c3ccc(OC)c(Cl)c3)C(=S)N2C2CC2)cc1 (centres undefined)	-2.3	-5.9	0.8	1.3	-1.9	0.1	3.8	-2.5
COc1ccc(CNC(=O)C2CCCN(S(=O)(=O)c3ccc(F)cc3)C2)cc1 (centres undefined)	5.2	1.2	-2.8	·	15.0	0.3	5.5	3.6
COc1cc2c(cc1OC)CC(=O)NC=C2	·	-1.3	-7.6	1.3	·	0.0	1.9	-8.2
CCNC(=O)[C@@H]1[C@@H](CO)[C@@H]2Cn3c(ccc(-c4ccc(OC)cc4)c3=O)[C@H]1N2CC	-3.9	0.4	10.2	0.1	5.0	0.1	3.4	-16.6
COC(=O)c1cc(CNC(=O)c2cccc(Cl)c2)ccc1OC	·	2.8	-16.6	-1.0	-3.4	-0.1	-3.2	25.7
COc1ccc(CN(C)C[C@H]2Oc3c(NC(=O)Nc4ccc(F)cc4)cccc3C(=O)N([C@@H](C)CO)C[C@H]2C)cc1	-3.3	-7.8	13.1	16.6	-12.0	-0.1	1.6	-2.3
COc1ccc(N(CC(=O)N2CCCCC2)S(=O)(=O)c2ccccc2)c(OC)c1	2.4	0.4	-2.6	·	-4.3	·	-5.6	7.9

Continuation.
SMILES	esBAF inh	ERAP1 inh	RAD52 inh	E-selectin induc	RAD54 branch	Xi reactivation	ERp5 block	S100A4 MyoIIA
Cc1ccc(S(=O)(=O)Nc2ccc3c(c2)CC(=O)N([C@@H](C)CO)C[C@@H](C)[C@@H](CN(C)C(=O)NC(C)C)O3)cc1	2.1	-2.4	21.2	0.2	21.5	0.1	-6.4	41.1
C[C@H](CO)N1C[C@H](C)[C@@H](CN(C)S(=O)(=O)c2cccs2)Oc2ccc(NC(=O)Nc3cccc4ccccc34)cc2CC1=O	6.8	·	·	0.0	-5.0	0.1	·	·
Cc1ccc(NC(=O)COC(=O)c2ccccc2Nc2ccccc2)cc1	·	13.0	5.4	0.8	·	0.8	2.5	-0.9
COc1ccccc1CNC(=O)C[C@H]1C=C[C@@H](NC(=O)CC2CC2)[C@@H](CO)O1	-1.6	1.2	-6.1	0.0	4.2	0.1	-0.9	4.1
CNC[C@@H]1Oc2ccc(NC(=O)NC3CCCCC3)cc2C(=O)N([C@H](C)CO)C[C@H]1C	3.5	-1.3	-2.2	-0.1	-11.9	-1.2	0.0	-8.3
O=C(CN(CC1CCCO1)C(=O)CNS(=O)(=O)c1ccc(Cl)cc1)NCc1ccccc1 (centres undefined)	2.9	-1.9	-6.7	·	1.8	0.0	-4.3	1.5
C[C@@H]1CCCCO[C@@H](CN(C)S(=O)(=O)c2ccc(F)cc2)[C@H](C)CN([C@@H](C)CO)C(=O)c2cc(NS(=O)(=O)c3cccs3)ccc2O1	3.3	1.9	-39.9	0.1	2.4	-0.5	-1.8	0.2
COc1ccc(N(C(=O)Cn2nnc(-c3ccc(C)o3)n2)C(C(=O)NC2CCCC2)c2ccncc2)cc1 (centres undefined)	1.7	-1.5	1.0	·	-8.0	-0.1	3.2	-7.8
C[C@H](N)C(=O)N1CCC(C(=O)N[C@@H](Cc2ccccc2)C(=O)Nc2ccc(F)cc2)CC1	-4.4	0.4	-1.3	·	-12.7	·	-0.8	-2.0
N#C[C@H]1N[C@H](CO)[C@H]1c1ccc(-c2ccccc2F)cc1	6.4	0.7	-24.8	-0.4	7.6	0.2	-1.5	-11.7
CCC(C)[C@H](NC(=O)NCc1ccco1)C(=O)OC (some centres undefined)	-19.5	·	-11.6	0.3	-1.6	0.1	3.2	1.4
CN(C)CC(=O)Nc1ccc2c(c1)[C@@H]1C[C@@H](CC(=O)NCC3CC3)O[C@H](CO)[C@@H]1O2	-0.9	6.1	-3.5	-0.4	-6.3	-0.1	-6.0	0.4
CO[C@H]1CN(C)C(=O)c2cccc(C#N)c2OC[C@H]2O[C@@H](CC[C@@H]2OC)CCN(C)C(=O)[C@H]1C	2.7	6.0	-1.0	0.1	5.1	0.0	-0.6	-14.4
CNC(=O)N(O)C1N(/N=C/c2cccs2)C(=S)SC1(C)C (centres undefined)	·	0.1	1.2	10.4	·	0.1	4.8	-3.6
C[C@@H]1CN([C@H](C)CO)C(=O)c2cc(/C=C/c3ccccc3)cnc2O[C@@H]1CN(C)Cc1ccccc1F	1.8	2.7	-5.2	-0.1	-14.7	0.5	-3.6	6.9
Nc1nc(=S)c2ncn(C3OC(CO)CC3O)c2[nH]1 (centres undefined)	·	-0.7	0.4	·	·	0.1	2.4	1.6
O=C(O)c1ccccc1CSC1=NCCS1	·	-4.7	-18.2	1.0	·	0.5	-0.6	2.1
CCc1cc2ccccc2nc1Cl	-1.7	-0.9	5.2	-3.0	1.8	0.0	0.8	-0.2
O=C(COC(=O)c1n[nH]c(=O)c2ccccc12)Nc1ccccc1F	1.6	-1.4	-7.1	-0.4	-10.6	0.1	-1.5	-0.6
COc1cccc(CN2CCC(Oc3ccc(C(=O)NCc4ccccn4)cc3)CC2)c1	-2.8	-5.1	-11.0	-0.1	-11.2	0.0	2.8	4.0
COC(=O)c1sccc1NC(=O)Nc1cccc(OC)c1	19.9	-5.4	-17.5	0.0	7.2	0.1	0.3	6.4
C[C@H](O)C#Cc1cnc2c(c1)C(=O)N([C@@H](C)CO)C[C@@H](C)[C@@H](CN(C)Cc1cccc(C(=O)O)c1)O2	-3.2	-3.4	-12.4	0.1	3.1	-0.9	3.1	-13.5

Source: PubChem BioAssay (Broad Institute)
